Screening results: PubChem BioAssay, The Scripps Research Institute Molecular Screening Center
CHO-K1 Ca ag = nonselective activator or artifact in parental CHO-K1 cells | Fluo-8 calcium fluorescence; scaled to maximal ATP response, vehicle zero | activation, % at 3 µM | 0.48% of 360,000 active; in the data active means activation above about 15%;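 further: untransfected CHO-K1 host cells lacking M1 receptor as counterscreen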
V1R ag counter = activates human V1a receptor in oxytocin agonist counter-screen | CHO-V1R cells, Fluo-8 calcium fluorescence, agonist mode; 0% DMSO, 100% 3 nM vasopressin | activation, % at 3 µM | 0.25% of 320,000 active;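 active means activation above the mean activation of all tested compounds plus 3 SD, per screening run, cut at about 20% in these data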;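 further: signal is peak over basal fluorescence ratio across a 100 second FLIPR read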
Target sequence (P37288 whole entry, looked up): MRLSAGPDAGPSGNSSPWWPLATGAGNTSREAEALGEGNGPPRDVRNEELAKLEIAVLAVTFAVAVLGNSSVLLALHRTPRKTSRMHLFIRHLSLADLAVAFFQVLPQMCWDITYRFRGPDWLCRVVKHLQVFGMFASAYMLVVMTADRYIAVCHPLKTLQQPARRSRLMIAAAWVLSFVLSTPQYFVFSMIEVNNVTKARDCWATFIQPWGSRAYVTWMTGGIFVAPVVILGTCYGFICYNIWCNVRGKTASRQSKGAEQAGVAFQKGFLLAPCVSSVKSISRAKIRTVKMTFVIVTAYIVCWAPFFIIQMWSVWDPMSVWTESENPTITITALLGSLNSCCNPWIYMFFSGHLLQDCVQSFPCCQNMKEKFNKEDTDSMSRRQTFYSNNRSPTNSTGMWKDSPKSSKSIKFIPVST
TAAR1 antagonist = antagonists of human TAAR1. inhibition, % at 3 µM. Q96RJ0. CHO RD-HGA16 TAAR1, Fluo-8 calcium fluorescence, antagonist. 1.5% of 360,000 active;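 active means inhibition above a per-plate cutoff, the mean inhibition of test compounds on that plate plus 3 SD, cut at about 49% in these data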;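 further: 0% = DMSO plus EC80 beta-PEA response and 100% = DMSO alone without agonist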
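Test system: hTAAR1-expressing CHO RD-HGA16 cells, Gα16-coupled; Probe or stimulus: EC80 β-phenethylamine stimulus; Compound dosing: single nominal final test compound concentration of 3 µM; Timing: 140 s kinetic read after compound, 140 s after agonist; Signal: Fluo-8 calcium-sensitive fluorescence; Measure: % inhibition of agonist calcium response; Controls: DMSO and EC80 PEA controls.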
CHO-K1 Ca antag = nonselective inhibitor or artifact in parental CHO-K1 cells | ATP-induced calcium, Fluo-8 fluorescence | inhibition, % at 3 µM | 0.6% of 360,000 active | AID 602250;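 active means inhibition above a per-plate cutoff, the plate's mean sample inhibition plus 3 SD, cut at about 24% in these data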;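 further: 0% = DMSO plus EC80 ATP and 100% = DMSO alone without ATP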
OXTR potentiate = potentiates the human oxytocin receptor response; activation, % at 3 µM; CHO-OTR cells, Fluo-8 calcium fluorescence, potentiator mode; 0% = oxytocin EC15, 100% = EC100; P30559; 0.061% of 320,000 active;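 active means activation above that plate's cutoff, the mean activation of tested compounds plus 3 SD, cut at about 6.6% in these data, passing the limit was not always enough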;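 further: 100% uses oxytocin at 75 nM as the full agonist control; some results filed as inactive read as strong as hits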
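Material: human OTR in CHO cells. Compound: 3.0 µM, one dose. Timing: compound 6 min at room temperature before oxytocin, 100 s read. Evaluation: % activation of max/min ratio relative to oxytocin controls. Replication: single well per compound, singlicate. Signal: Fluo-8 calcium dye fluorescence.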
TAAR1 agonist = agonists of human TAAR1; Q96RJ0; CHO RD-HGA16 TAAR1, Fluo-8 calcium fluorescence; vehicle wells 0%, saturating PEA agonist 100%; activation, % at 3 µM; 0.99% of 360,000 active;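 active means activation above the mean activation of all test compounds in the run plus 3 SD, cut at about 38% in these data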
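Test system: RD-HGA16 (CHO) cells co-expressing Gα16 and hTAAR1 | Doses: Single dose, 3 µM | Schedule: 17-24 h seeding, 75 min 37 °C dye, 30 min RT | Evaluation: % activation from peak over basal fluorescence ratio, DMSO-to-PEA scaled | Technique: Kinetic Fluo-8 calcium fluorescence | Benchmarks: Low control DMSO, high control PEA (EC100)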
M1 ag = activates human CHRM1 receptor; 0.33% of 360,000 active; activation, % at 3 µM; CHO-K1 hM1, Fluo-8 calcium fluorescence, agonist mode; 0% DMSO, 100% acetylcholine EC100;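 active means activation above the run's mean compound activation plus 3 SD, cut at about 16% in these data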;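 further: peak over basal fluorescence ratio within a 140 s kinetic read after compound addition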
Target sequence (P11229 whole entry, looked up): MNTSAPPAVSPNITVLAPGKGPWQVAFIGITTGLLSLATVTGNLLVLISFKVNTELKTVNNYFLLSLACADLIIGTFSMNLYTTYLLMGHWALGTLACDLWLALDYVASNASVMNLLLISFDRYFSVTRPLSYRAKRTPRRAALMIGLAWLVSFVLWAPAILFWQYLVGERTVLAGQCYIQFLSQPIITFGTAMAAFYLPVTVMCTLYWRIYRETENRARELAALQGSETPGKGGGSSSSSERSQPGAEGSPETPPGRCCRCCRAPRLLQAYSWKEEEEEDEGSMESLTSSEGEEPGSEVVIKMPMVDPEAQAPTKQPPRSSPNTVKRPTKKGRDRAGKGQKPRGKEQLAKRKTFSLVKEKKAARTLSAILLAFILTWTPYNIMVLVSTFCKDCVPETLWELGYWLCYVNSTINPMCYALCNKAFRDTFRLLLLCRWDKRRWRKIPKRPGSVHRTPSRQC
CHO parental Ca = counter-screen: ATP calcium response change in parental CHO cells. parental CHO-K1, ATP-induced calcium, Fluo-8 fluorescence. inhibition, % at 5.6 µM. 0.63% of 330,000 active. AID 463079;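 active means inhibition above that plate's mean sample inhibition plus 3 SD, cut at about 26% in these data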;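 further: 0% = ATP-challenged DMSO wells and 100% = DMSO wells without ATP; some compounds past the cut are filed as inactive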
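Test system: untransfected parental CHO cell line. Compound: one dose, 5.6 µM nominal. Detection: intracellular calcium via Fluo-8 no-wash fluorescent dye. Measure: % inhibition. Benchmarks: ATP-challenged DMSO wells low, unchallenged DMSO wells high.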
M1 PAM parental = nonselective activator or artifact in parental CHO-K1 calcium assay; ATP EC20, Fluo-8 calcium fluorescence; 0% at ATP EC20, 100% at ATP max; activation, % at 3 µM; 0.02% of 360,000 active; AID 602247;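 active means activation above the run cutoff, the mean activation of all test compounds plus 3 SD, cut at about 40% in these data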;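 further: peak over basal fluorescence ratio in a 140 s read after ATP addition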
* marks the source's active call; other numbers are inactive results; / = no result given. Random draw from the library; overall some 3.3% were active at least once.

molecule	CHO-K1 Ca ag	V1R ag counter	TAAR1 antagonist	CHO-K1 Ca antag	OXTR potentiate	TAAR1 agonist	M1 ag	CHO parental Ca	M1 PAM parental
CC1CCC2(CC1)NC(=O)N(CC(=O)Nc1ccc3c(c1)OCCCO3)C2=O (configuration not stated)	-0.1	-0.1	-19.4	5.7	-4.4	1.5	-2.6	-8.9	-20.0
COc1cc(OC)c(OC)cc1/C=C1\SC(N2CCCCC2)=NC1=O	0.3	1.7	-3.4	4.1	-7.7	-1.1	-5.3	-11.4	1.8
CCn1ncc([N+](=O)[O-])c1C(=O)Nc1nc2cccc(C)c2s1	0.9	0.1	-9.2	8.4	-3.0	0.6	-10.2	-10.5	7.5
COc1ccc(/C=C(/NC(=O)c2ccccc2)C(=O)NC2CCS(=O)(=O)C2)cc1 (configuration not stated)	0.0	0.6	3.3	-10.9	-3.8	3.0	-8.1	1.2	18.4
OC[C@@H]1[C@@H](c2ccc(Cl)cc2)C(c2cccc(Cl)c2)=NN1c1ccccc1	0.3	/	17.8	3.8	/	1.3	-3.9	-18.2	12.6
COc1ccc(CNC(=O)CN(C(=O)c2csnn2)c2ccc(C(C)=O)cc2)cc1	3.0	1.0	1.4	0.1	11.4	-3.6	-3.6	-7.0	15.6
CCOC(=O)c1c(C)c(-c2ccccc2)n(CC(=O)N2CCN(C)CC2)c1C	1.6	0.3	-25.7	-7.1	-6.0	2.2	-6.1	-8.6	19.7
Cc1cccc(NC(=S)N2CCC(N(C)CC3CCCO3)CC2)c1C (configuration not stated)	0.4	0.1	15.5	-38.8	-0.7	-1.0	-5.7	5.5	19.3
COC(=O)Cc1cc(=O)n2[nH]c(C)c(-c3ccccc3)c2n1	0.1	0.2	-6.9	4.5	-10.3	8.7	-3.3	-11.7	10.3
COc1cc(-c2cc(N)n(S(=O)(=O)c3ccccc3)n2)cc(OC)c1OC	0.4	0.3	-0.1	17.4	-4.6	-1.7	-3.0	-1.1	-10.8
Cc1cc(C)cc(C(O)c2ncc(-c3cccc(F)c3)[nH]2)c1 (configuration not stated)	0.7	/	-0.2	-2.4	/	7.7	0.1	/	-10.9
Cc1cc(Br)ccc1NC(=O)CNC(=O)CN1C(=O)NC2(CCCCCC2)C1=O	-0.4	-1.2	-7.3	4.2	-1.6	4.7	-5.0	-23.0	-2.4
c1cc2c3c(cccc3c1)NC1(CCC3(CC1)Nc1cccc4cccc(c14)N3)N2	2.2	32.1*	38.0	-6.5	-17.1	13.8	4.6	20.1	2.5
CCOC(=O)c1[nH]nc2c1C(=O)N(CC)C2=O	-0.1	-0.1	-9.5	-2.7	-3.1	3.6	-1.8	-4.2	11.6
C=CCn1c(=NC(=O)C2CC2)sc2cc(NC(C)=O)ccc21	-0.1	-0.7	9.3	11.4	-3.8	-0.4	0.3	-11.1	-4.1
CN1C(=O)c2ccc(NC(=O)c3c(F)c(F)c(F)c(F)c3F)cc2C1=O	0.8	1.0	-10.0	-5.3	-4.6	5.3	-2.5	5.0	20.1
CC1(C(=O)O)COC(c2ccc([N+](=O)[O-])cc2)OC1 (configuration not stated)	-0.3	0.2	-12.9	2.1	-4.4	7.9	-1.2	-4.4	4.0
CC(C)c1ccc(CC(=O)N2CCC2(C)C(=O)Nc2ccc3c(c2)OCCO3)cc1 (configuration not stated)	3.9	/	4.4	-4.0	/	-1.2	-0.3	/	19.0
Cn1c(-c2ccc(Br)o2)nc2ccccc21	-1.0	-1.8	-23.1	-3.9	-1.5	-2.1	-8.5	-10.3	0.8
Fc1cccc(F)c1-c1nc(-c2ccncc2)no1	3.2	2.0	-3.3	-19.1	-2.8	-0.6	-6.9	-3.0	10.2

Further structures
molecule	CHO-K1 Ca ag	V1R ag counter	TAAR1 antagonist	CHO-K1 Ca antag	OXTR potentiate	TAAR1 agonist	M1 ag	CHO parental Ca	M1 PAM parental
CSCCC(NC(=O)c1ccccc1)C(=O)N1CC(C)OC(C)C1 (configuration not stated)	0.3	0.1	0.9	-16.8	-6.7	-1.1	-2.4	-7.2	2.6
CCC(C(=O)Nc1nc(C)cs1)c1ccccc1 (configuration not stated)	-0.1	8.3	-5.7	5.4	-1.6	8.9	-3.8	-15.5	-5.4
CCOC(=O)N1CCC(NC(=O)C2CCCN(S(C)(=O)=O)C2)CC1 (configuration not stated)	0.1	0.4	6.4	-20.2	5.7	4.7	-2.4	7.1	9.0
Cc1ccc(S(=O)(=O)Nc2cccc(Cl)c2)cc1NC(=O)c1cccnc1	3.9	0.9	22.9	-2.5	-25.0	8.6	-0.6	-9.5	-9.9
Cc1c(-c2ccccc2)[n+](=O)c(-c2ccc(Cl)cc2)c(C)n1[O-]	1.1	0.3	21.8	-1.8	-7.4	2.1	-6.4	-8.1	4.1
O=c1c2cc(Br)ccc2[nH]c(=S)n1Cc1ccccc1	3.2	-1.3	19.0	4.1	-12.9	2.7	-5.3	-17.5	-1.2
CC(=O)Nc1ccc(C(=O)OCC(=O)NC2CCCCCCC2)cc1	0.5	0.9	7.7	-6.8	-11.7	0.5	-2.2	-17.3	3.1
CCNC(=O)/C(C#N)=C/c1c(N2CCCCCC2)nc2ccccn2c1=O	0.8	3.1	-9.5	-11.9	-8.0	4.2	-2.3	-25.5	11.0
CCCCOc1ncnc2c1[nH]c1ccc(C)cc12	10.5	6.3	18.0	21.3	-8.0	-1.8	-2.4	55.6*	-9.2
COC(=O)c1cc(NC(=O)c2c(C)noc2C)ccc1N1CCOCC1	1.3	0.0	-9.8	0.2	-5.7	1.2	-0.7	-6.8	2.2
CNC(=O)c1csc(Cc2c(Cl)sc3ccc(Cl)cc23)n1	3.7	3.5	3.5	-7.9	-9.5	14.1	-2.6	-36.3	8.3
Cc1ccc(C(=O)Nc2ccc(C)c(S(=O)(=O)N3CCOCC3)c2)c(C)c1	1.6	1.5	-5.2	-7.5	-3.1	0.0	-1.2	-13.2	2.7
Cc1ccc(S(=O)(=O)CCC(=O)OCC(=O)N2CCN(S(=O)(=O)c3ccc(Cl)cc3)CC2)cc1	0.4	5.7	-21.3	-10.7	-4.7	1.6	-2.1	-18.5	1.3
COC(=O)c1cccc(NC(=O)CSc2nc(C)cc(=O)[nH]2)c1	0.1	0.2	13.3	2.3	-2.9	7.8	-4.7	6.6	7.1
CC(C)(C)c1ccc(CC(=O)N2CCC2(C)C(=O)NS(=O)(=O)c2cccs2)cc1 (configuration not stated)	0.6	/	-37.2	-8.5	/	1.5	-3.0	/	3.1
CC1CCN(S(=O)(=O)c2ccc(NC(=O)CN3CCN(C)CC3)cc2)CC1	-0.3	0.3	-16.6	0.7	-1.0	12.4	-8.5	-12.3	3.8
COc1cc(NC(=O)c2ccccc2C)c(OC)cc1NC(=O)CN1CCOCC1	1.4	-0.7	-6.5	-11.8	-7.1	0.1	-4.9	-15.2	15.5
Cc1ccc(C(=O)NC(=S)Nc2ccc(N3CCN(C(=O)c4ccco4)CC3)cc2)cc1	7.7	7.9	32.6	-4.9	-9.9	-0.8	-0.6	14.6	-2.7
Cc1ccc(NC(=O)CN2C(=O)c3ccccc3C2=O)cc1	0.1	0.3	-14.1	4.3	-9.6	1.7	-0.9	4.7	-6.5
COc1cccc(C(=O)/C=C/c2ccc(SC)cc2)c1	1.0	-0.3	-3.6	-18.2	-8.7	19.7	-5.7	-14.6	24.1

(cont.)
molecule	CHO-K1 Ca ag	V1R ag counter	TAAR1 antagonist	CHO-K1 Ca antag	OXTR potentiate	TAAR1 agonist	M1 ag	CHO parental Ca	M1 PAM parental
O=C1CN(S(=O)(=O)c2ccccc2)CCN1S(=O)(=O)c1ccccc1	0.3	1.2	-7.6	-9.4	-1.9	3.9	-7.0	-6.7	15.3
Nc1ccc(C(O)(C(F)(F)F)C(F)(F)F)cc1	0.2	0.4	6.1	15.4	-1.7	-0.7	-1.0	-2.3	-3.8
O=C(Cn1cc(C(F)(F)F)ccc1=O)N/N=C/c1ccc(Cl)cc1	0.3	2.3	8.6	-2.3	-9.5	7.8	-5.0	-6.4	-2.7
Cc1cc(C)c(NC(=O)c2cccc(NC(=O)c3ccco3)c2)c(C)c1	0.5	0.7	7.4	-12.3	-5.8	1.6	-6.6	-18.3	1.2
COc1cc(/C=C2/CCCC(C(=O)C(F)(F)F)=C2O)ccc1O	1.8	0.4	-28.6	-11.3	-1.8	0.0	-1.1	-6.9	27.0
CC(=O)c1ccc(NC(=O)CSc2ccc3nnc(-c4ccccn4)n3n2)cc1	-0.2	2.2	-21.4	-6.9	2.4	3.6	-2.2	1.0	-3.4
Cn1c(SCCC#N)nnc1-c1ccccc1F	0.9	0.6	-7.9	-11.9	-1.8	2.5	-6.5	10.7	7.3
O=C(Nc1ccc(N2CCCC2)cc1)c1cc(Br)ccc1Cl	-0.2	-0.2	28.1	1.6	-5.5	0.3	-8.5	-7.8	-9.8
CC(=O)CC1=NC(C)(C)Cc2ccccc21	-0.2	-0.8	-6.5	-0.4	0.5	1.1	-6.1	-0.6	1.5
O=C1CC(N2CCN(S(=O)(=O)c3ccc([N+](=O)[O-])cc3)CC2)C(=O)N1c1ccccc1F (configuration not stated)	0.9	7.9	7.4	14.7	-12.2	10.4	3.9	-12.1	-18.3
CCCCn1nnnc1C1(C)CCC(=O)N1CC(F)(F)F (configuration not stated)	0.8	/	-3.3	-17.1	/	-0.2	/	/	15.3
O=C1NC(=Nc2ccccc2)c2ccc([N+](=O)[O-])cc21	0.0	0.2	-6.0	2.4	-5.6	-0.4	-5.3	-4.2	11.7

Entries of single compounds as entered above. Order of values: CHO-K1 Ca ag | V1R ag counter | TAAR1 antagonist | CHO-K1 Ca antag | OXTR potentiate | TAAR1 agonist | M1 ag | CHO parental Ca | M1 PAM parental
Entry for O=C(Nc1ccc(N2CCCC2)cc1)c1cc(Br)ccc1Cl : -0.2 | -0.2 | 28.1 | 1.6 | -5.5 | 0.3 | -8.5 | -7.8 | -9.8
Entry for CCCCn1nnnc1C1(C)CCC(=O)N1CC(F)(F)F (configuration not stated) : 0.8 | / | -3.3 | -17.1 | / | -0.2 | / | / | 15.3
Entry for O=C(Cn1cc(C(F)(F)F)ccc1=O)N/N=C/c1ccc(Cl)cc1 : 0.3 | 2.3 | 8.6 | -2.3 | -9.5 | 7.8 | -5.0 | -6.4 | -2.7
Entry for CC(=O)CC1=NC(C)(C)Cc2ccccc21 : -0.2 | -0.8 | -6.5 | -0.4 | 0.5 | 1.1 | -6.1 | -0.6 | 1.5
Entry for Cn1c(SCCC#N)nnc1-c1ccccc1F : 0.9 | 0.6 | -7.9 | -11.9 | -1.8 | 2.5 | -6.5 | 10.7 | 7.3
